Compound activity: PubChem BioAssay, several laboratories
FXIa inh 1536 = factor XIa (human) inhibition | AID 798 | P03951 | purified FXIa, Boc-Glu-Ala-Arg-AMC fluorogenic substrate | 220,000 tested, 0.14% active | inhibition, % at 5 µM;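 active = inhibition of at least 40%; inactive = inhibition below 40%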;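 note: fluorescence of freed AMC excited at 355 nm; 0% = enzyme without compound and 100% = no enzyme blank; many of its hits are not listed in these tables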
14-3-3 Bad inh = disrupts binding of bovine 14-3-3 zeta to phospho-Bad peptide; AID 781; TR-FRET 14-3-3zeta/Dy647-pBad peptide displacement, 1 h; 220,000 tested, 0.71% active; inhibition, % at 21.7 µM;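 active = inhibition above about 70%, limit read from the data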;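 note: 0% = full 14-3-3 plus peptide FRET controls and 100% = background without 14-3-3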
Mdm2 ligase inh = Mdm2 E3 ligase (human) inhibition; cell-based MDM2 ubiquitination luciferase reporter, 2 h; 0 = plate control, 100 = twice control, blank-subtracted; signal enhancement, % at 5 µM; 210,000 tested, 0.11% active;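 active = signal enhancement of 30% or more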;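 note: luminescence tracks abundance of the self-degrading MDM2-luciferase fusion protein; higher signal means inhibition of MDM2 E3 ligase activity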
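Assay system: stable mammalian line carrying autodegrading MDM2–luciferase fusion reporter; Input: 2000 cells in each well; Compound dosing: single-point 5 µM; Schedule: 2 h compound exposure at 37 °C; Signal: SteadyLite luciferase luminescence after 15 min room-temperature reagent incubation; Evaluation: % luminescence enhancement versus blank-corrected plate control mean; Benchmarks: plate controls and plate blanks.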
hK5 inh = blocks human kallikrein 5 protease activity; AID 873; 210,000 tested, 0.59% active; recombinant hK5, fluorogenic AMC substrate cleavage; inhibition, % at 5 µM; Q9Y337;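 active = inhibition of 40% or more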;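 note: 0% = enzyme controls without compound and 100% = no-enzyme blanks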
Wee1 degr inh = human Wee1 degradation inhibition, primary screen | 220,000 tested, 1.2% active | P30291 | HeLa Luc-Wee1K328M stability, luciferase luminescence; 100% = proteasome inhibitor MG132 effect | reporter increase, % at 5 µM | AID 1321;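 active = activation above the mean of all tested compounds plus 3 SD, set per screening run, cut at about 8.8% in these data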;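 note: cells exposed to compound for 20 h before luminescence read; 0% = DMSO alone and 100% = MG132 at 30 µM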
Rad51 HR inh = blocks human Rad51 in homologous recombination; hRad51 DNA strand exchange, fluorescence dequenching; inhibition, % at 10 µM; 200,000 tested, 0.085% active; AID 1385;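 active = inhibition above 40% at the single screening dose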;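 note: 0% = DMSO control wells and 100% = blanks with heterologous ssDNA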
Target sequence (Q06609 whole entry, looked up): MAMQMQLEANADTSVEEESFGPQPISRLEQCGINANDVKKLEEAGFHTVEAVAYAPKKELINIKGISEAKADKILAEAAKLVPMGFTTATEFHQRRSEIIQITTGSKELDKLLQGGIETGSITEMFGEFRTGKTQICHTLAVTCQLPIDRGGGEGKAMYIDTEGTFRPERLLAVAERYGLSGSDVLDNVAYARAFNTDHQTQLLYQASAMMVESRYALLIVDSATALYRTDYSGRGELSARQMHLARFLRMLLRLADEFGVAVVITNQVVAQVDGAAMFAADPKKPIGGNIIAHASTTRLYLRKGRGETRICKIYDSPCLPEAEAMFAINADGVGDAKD
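Assay system: Human Rad51 nucleoprotein filaments preassembled on unlabelled ssDNA | Reagent: Donor/quencher-labelled 47-bp dsDNA substrate | Doses: One concentration, 10 µM final | Times: 37 °C 15-min filament assembly, 30-min compound preincubation, 15-min exchange | Technique: Fluorescein emission 520 nm, excitation 485 nm | Benchmarks: Plate control and blank wells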
FXIIa inh 1536 = blocks human coagulation factor XIIa protease activity | 220,000 tested, 0.3% active | inhibition, % at 5 µM | P00748 | AID 800 | purified FXIIa, Boc-QGR-AMC fluorogenic substrate, 2 h; in the data active = inhibition above about 40%;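 note: 0% = enzyme with no compound and 100% = blank without enzyme; many of its hits are not listed in these tables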
Target sequence (P00748 20-372 limits assumed): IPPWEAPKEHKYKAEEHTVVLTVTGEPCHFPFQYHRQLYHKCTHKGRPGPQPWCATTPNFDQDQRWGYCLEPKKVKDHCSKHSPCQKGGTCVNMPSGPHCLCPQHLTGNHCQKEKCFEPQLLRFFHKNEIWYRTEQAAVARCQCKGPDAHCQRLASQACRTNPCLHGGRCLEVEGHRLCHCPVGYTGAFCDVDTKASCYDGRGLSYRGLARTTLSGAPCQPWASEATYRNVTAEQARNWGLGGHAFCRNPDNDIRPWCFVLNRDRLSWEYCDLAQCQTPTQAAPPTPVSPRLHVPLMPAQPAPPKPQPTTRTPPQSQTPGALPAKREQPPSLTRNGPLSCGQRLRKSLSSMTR
Target sequence (P00748 373-615 limits assumed): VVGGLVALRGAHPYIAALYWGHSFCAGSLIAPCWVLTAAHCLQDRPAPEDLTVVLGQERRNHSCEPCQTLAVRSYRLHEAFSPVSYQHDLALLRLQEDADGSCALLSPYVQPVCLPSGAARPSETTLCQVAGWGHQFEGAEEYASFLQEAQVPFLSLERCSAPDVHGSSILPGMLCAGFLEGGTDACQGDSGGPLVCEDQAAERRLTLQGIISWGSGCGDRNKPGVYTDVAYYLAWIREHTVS
eIF4E-4G inh = blocks eIF4E binding to eIF4G; P63073+Q04637; TR-FRET eIF4E-eIF4GI(517-606) binding, 2 h; inhibition, % at 21.7 µM; 220,000 tested, 0.37% active;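 active = inhibition above about 30%, limit read from the data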;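 note: 0% = full FRET control wells and 100% = background wells lacking eIF4GI fragment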
p97 ATPase inh = human p97 ATPase inhibition; recombinant p97 ATPase, Kinase-Glo ATP luminescence, 3 h; inhibition, % at 8 µM; 220,000 tested, 0.42% active; in the data active = inhibition above about 15%;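 note: 0% = DMSO vehicle and 100% = wells lacking enzyme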
Numbers without * were called inactive; i = inactive; · = not tested or not shown; & = joins results of further samples; [ ] = remark or other dose.

SMILES	FXIa inh 1536	14-3-3 Bad inh	Mdm2 ligase inh	hK5 inh	Wee1 degr inh	Rad51 HR inh	FXIIa inh 1536	eIF4E-4G inh	p97 ATPase inh
CCOC(=O)c1ccc(NC(=S)Nc2cccc(C)n2)cc1	-3	-10[fluorescence artefact?]	16	-14	-2	5	5	12	0
COc1ccc(CNC(=O)CN(Cc2ccc(F)cc2)C(=O)c2csnn2)cc1	-4	-3	-20	-3	7	4	3	-1	-4
Cc1ccc(Cn2ncc3c(NCCCN4CCOCC4)ncnc32)cc1	-6	-12	-10	-18	1	-2	10	3	0
CS(=O)(=O)Nc1cccc(C(=O)CC2(O)C(=O)Nc3ccccc32)c1 (stereo not drawn)	1	-2	-12	-16	1	4	14	-6	4
CCN1C(=O)/C(=C/C=C2/Sc3ccc4ccccc4c3N2CCO)SC1=S	3	12	-14	-18	1	-12	8	-8	3
COc1cccc(C2=NO[C@@H]3C(=O)N(c4ccc5c(c4)OCCO5)C(=O)[C@H]23)c1OC	6	-5	-35	0	6	-8	14	0	2
Cc1cc(C(=O)NNc2ccccc2F)no1	1	-9	-17	-3	0	15	9	-7	3
O=C(NN1C(=O)/C(=C\c2cccnc2)SC1=S)C(c1ccccc1)c1ccccc1	-3	-6[fluorescence artefact?]	-7	-9	-1	-1	7	1	-2
CC(=O)c1ccc(NS(=O)(=O)Cc2ccccc2)cc1	2	6[fluorescence artefact?]	1	-10	0	12	8	6[fluorescence artefact?]	4
c1coc(CN=C2NC(=NCc3ccco3)c3ccccc32)c1	18	-13	-14	-4	-2	2	26	-1	7
Nc1nnc(COc2ccccc2)s1	-9	-2[fluorescence artefact?]	-4	-2	0	2	2	-6	-1
Cc1ccc(C(C)C)c(OCC(=O)Nc2ccc(Cl)cn2)c1	6	0	-10	0	-2	-3	13	-2	2
COc1ccccc1OCCNc1cc(N2CCCCC2)ccc1[N+](=O)[O-]	13	-13	2	-16	-3	5	20	1	0
Cn1nnnc1SCc1nc2scc(-c3ccc(Cl)cc3)c2c(=O)[nH]1	3	-4	·	3	1	-29	11	0	8
Cc1nc(CN(C)C(=O)c2ccccc2OC2CCN(S(C)(=O)=O)CC2)cs1	-6	10	7	-10	-3	-5	0	2	2
CSc1ccc(C2C3(C#N)C(N)=NC4(OCCO4)C23C#N)cc1 (stereo not drawn)	-9	5	-10	-2	1	3	11	-1[fluorescence artefact?]	7
Nc1ncnc(Nc2ccc(F)c(Cl)c2)n1	2	5	-12	6	1	9	5	3	7
CN1CCN(C(=S)Nc2cc(S(=O)(=O)N3CCOCC3)ccc2Cl)CC1	40	-3	-89	21	0	-12	26	3	-2
CCOC(=O)N1CCC2(CC1)C(C#N)=C(N)Oc1n[nH]c(C)c12	-5	-14	0	-1	-2	13	2	-7	-3
O=C1NCCc2c1[nH]c1ccccc21	3&-1	-5&-7	-11&-9	0&-6	-1&-3	12&-12	9&12	11&7	8&3
CC1CCN(CCOCCOc2ccc(Br)cc2Cl)CC1	11	11	-48	-9	-1	-34	18	1[fluorescence artefact?]	4
Cc1ccc(-n2nnnc2SCC(=O)Nc2ccc3c(c2)OCCO3)cc1C	0	8	4	-14	-1	12	8	1	0
O=C(c1ccco1)N1CCN(C(=O)c2cccs2)CC1	2	-11	·	1	2	-1	10	-3	4
CC1CCCC(C)N1C(=O)C1CC(c2ccc(F)cc2)=NO1 (stereo not drawn)	16	-14	-13	-3	0	5	16	0	4
O=C(Nc1ccncc1)Nc1ccncc1	-6	-25	41*	3	-2	6	10	3	3
Oc1ccc(-c2cccc(-c3ccc(O)cc3)n2)cc1	-9	-7	-7	47*	0	-9	-2	-2	3
Cc1ccc(NC(=O)CN(C)C(=O)C2COc3ccccc3O2)cc1 (stereo not drawn)	-5	-12	-9	-17	1	12	-1	-2	6
CC(C)N(Cc1cc2ccccc2[nH]c1=O)C(=O)c1ccco1	-3	-5	12	-1	-3	1	7	6	3
COc1ccc(OC)c(S(=O)(=O)Nc2cc(C(=O)O)ccc2N2CC3CC(C2)c2cccc(=O)n2C3)c1 (stereo not drawn)	3	-12	-4	-5	1	-3	13	-1	-2
Cc1ccc(-c2nc(N)sc2CC(=O)OCC(=O)NCCC(C)C)cc1	5	-14	-9	-16	4	-14	12	-9[fluorescence artefact?]	7
Cn1c(SCc2ccc(Br)cc2)nnc1-c1ccncc1	5	0	5	-8	-1	5	18	13	4
O=C(OCc1ccccc1)c1cccc(-c2nnn(Cc3ccccc3)n2)c1	-5	6	-14	0	1	3	4	-3	0
O=C(c1cc2ccccn2n1)N1CCN(c2ccccn2)CC1	3	-2	7	-22	3	2	15	1	-9
CNC(=O)c1cccn1-c1ccsc1C(=O)OC	0	9	7	1	0	·	10	1[fluorescence artefact?]	-1
COc1ccc(C(=O)NCC(=O)N/N=C/C(C)=C/c2ccco2)cc1OC	11	-1[fluorescence artefact?]	0	-7	3	·	15	-6	1
COc1ccc(-c2cnnc(N/N=C/c3ccc(O)c(O)c3)n2)cc1	1	3[fluorescence artefact?]	-15	-20	-1	-3	-2	-4[fluorescence artefact?]	4

Look-ups from the list.
Entry for CNC(=O)c1cccn1-c1ccsc1C(=O)OC under FXIIa inh 1536: 10
Entry for COc1ccc(OC)c(S(=O)(=O)Nc2cc(C(=O)O)ccc2N2CC3CC(C2)c2cccc(=O)n2C3)c1 (stereo not drawn) under Rad51 HR inh: -3
Entry for O=C(c1cc2ccccn2n1)N1CCN(c2ccccn2)CC1 under Mdm2 ligase inh: 7

Other records.
SMILES	FXIa inh 1536	14-3-3 Bad inh	Mdm2 ligase inh	hK5 inh	Wee1 degr inh	Rad51 HR inh	FXIIa inh 1536	eIF4E-4G inh	p97 ATPase inh
CC(=O)N(C)N1c2ccccc2CCc2ccccc21	1	10	-7	-14	-2	4	8	5	-4
c1ccc2cc(CN3CCOCC3)ccc2c1	-12	37	-3	-11	2	3	1	17	1
CC(=O)Nc1ccc(S(=O)(=O)N(Cc2ccccc2)c2ccccc2F)cc1	-1	-9	1	3	-4	3	9	-2	1
CCOc1cc(C(=O)N2CCOCC2)ccc1OCc1ccccc1	-1	6	-11	-1	1	-13	-7	1	1
COc1ccc2c(c1)C(c1ccc([N+](=O)[O-])cc1)=NNC(c1ccco1)=N2	-3	-1[fluorescence artefact?]	-15	42*	0	2	8	-1[fluorescence artefact?]	5
O=C(COC(=O)c1ccccc1NC(=O)c1ccccc1)c1ccc([N+](=O)[O-])cc1	2	0	-3	-21	-2	-4	2	-14	3
COc1cc(OC)cc(-c2cn[nH]c2N)c1	11	-2	-26	·	0	·	24	1	2
CCCN1C(=O)c2cc(C(=O)O)ccc2C1O (stereo not drawn)	-4	83*	-13	-5	-1	-5	7	7	0
O=C(/C=C\Nc1ccc2c(c1)OCO2)c1ccc(Cl)s1	2	18	-82	0	1	-12	7	1	8
CN(Cc1ccccc1)c1ccc(S(=O)(=O)N2CCOCC2)cn1	19	-7	2	9	4	-5	21	3[fluorescence artefact?]	-3
CC(CN1CCCCC1)OC(=O)C1c2ccccc2Oc2ccccc21 (stereo not drawn)	-25	12[fluorescence artefact?]	-8	4	-2	-4	7	3[fluorescence artefact?]	2
O=S(=O)(c1ccccc1)c1nc(-c2ccco2)oc1NCc1ccco1	2	-6	3	-22	-1	-3	5	9	2
C[n+]1cc[nH]c1SCC(=O)c1ccc(Cl)cc1	-2	-3	-6	-26	1	-15	-7	-8	-1
Cc1nn(C)c(Oc2cccc(Cl)c2)c1C#N	-5	-1	-2	-7	-1	11	3	1	0
CCS(=O)(=O)Nc1cccc(C2=NN(S(=O)(=O)c3ccc(F)cc3)C(c3cccs3)C2)c1 (stereo not drawn)	4	-11	12	-8	-3	7	2	11	5
O=Cc1cccn1-c1ccc2ccccc2c1	-2	-2	-14	-3	-1	16	6	2	-1
COc1ccc(C(=S)N2CCN(c3ccccc3Cl)CC2)cc1OC	1	0	-6	3	-4	16	3	-2	-1
O=C(CC12CC3CC(CC(C3)C1)C2)NCC(=O)OCc1cc(=O)oc2ccc3ccccc3c12	-5	4	-12	-12	-2	-17	-7	2	2
Cc1nc2sc(C(c3ccco3)N3CCN(c4ccc(F)cc4)CC3)c(O)n2n1 (stereo not drawn)	2	6	-7	0	-1	-9	6	0	7
Cn1c(CCNC(=O)c2ccccc2)nc2ccccc21	0	-5	·	-7	-2	8	8	-7	2
COCCCN(C(=S)NC(=O)c1ccc(Br)cc1)c1c(N)n(Cc2ccccc2)c(=O)[nH]c1=O	0	-33	-6	2	3	-9	13	-4	5
O=C(NC1CCCC1)c1ccccc1-c1nc2ccccc2[nH]1	-9	8	-5	-7	0	-2	8	2	1
Cc1ccccc1-n1c(C)nnc1SCc1nc2ccccc2s1	9	1	-33	-9	0	5	13	-5	-4
O=C(O)/C=C/C(=O)NCCNc1ncc(C(F)(F)F)cc1Cl	2	-8	-13	2	2	9	8	2	-4

5 compounds already listed, ordered by length of the SMILES, low to high.
SMILES	FXIa inh 1536	14-3-3 Bad inh	Mdm2 ligase inh	hK5 inh	Wee1 degr inh	Rad51 HR inh	FXIIa inh 1536	eIF4E-4G inh	p97 ATPase inh
Cc1nn(C)c(Oc2cccc(Cl)c2)c1C#N	-5	-1	-2	-7	-1	11	3	1	0
Cc1ccccc1-n1c(C)nnc1SCc1nc2ccccc2s1	9	1	-33	-9	0	5	13	-5	-4
O=C(NC1CCCC1)c1ccccc1-c1nc2ccccc2[nH]1	-9	8	-5	-7	0	-2	8	2	1
COc1ccc(C(=S)N2CCN(c3ccccc3Cl)CC2)cc1OC	1	0	-6	3	-4	16	3	-2	-1
COCCCN(C(=S)NC(=O)c1ccc(Br)cc1)c1c(N)n(Cc2ccccc2)c(=O)[nH]c1=O	0	-33	-6	2	3	-9	13	-4	5

Next section:
SMILES	FXIa inh 1536	14-3-3 Bad inh	Mdm2 ligase inh	hK5 inh	Wee1 degr inh	Rad51 HR inh	FXIIa inh 1536	eIF4E-4G inh	p97 ATPase inh
CC1=C(c2ccc(F)cc2)[N+](=O)C(C)(C)N1[O-]	0	-6	-14	-7	1	-4	11	0	4
CC(C)n1c(CSCc2ccc(Cl)cc2Cl)n[nH]c1=S	5	-11	-3	5	4	19	12	-6	-4
COc1ccc(CC(=O)Nc2ncc([N+](=O)[O-])s2)cc1OC	-4	16	-13	0	3	-1	6	-3	-5
Cc1nn(CC(=O)N(C)Cc2ccc(F)cc2)c(C)c1[N+](=O)[O-]	5	6[fluorescence artefact?]	-1	-5	1	-7	7	-1	6
COC(=O)C1=CN(CC2CCCO2)C=C(C(=O)OC)C1c1ccccc1C(F)(F)F (stereo not drawn)	-2	-11	-9	-29	1	2	6	6	-1
CC1CCN(C(=O)COc2cccc3c2CCN(C)C3=O)CC1	-4	1	-12	-5	-2	0	4	-2	3
CN1CCc2nc3ccc(Cl)cc3c(-c3ccccc3Cl)c2C1	26	6	-19	1	-1	-10	23	0	-9
C/C(=N/NC(=O)c1ccccc1O)c1ccc(N2C(=O)C3CCCCC3C2=O)cc1 (stereo not drawn)	-4	2	1	3	-1	6	6	6	5
COc1ccc(C(=O)N2CCCC(CCC(=O)NCc3ccc(F)c(F)c3)C2)o1 (stereo not drawn)	-1	2	-5	4	-3	i	10	0	-4
CCOC(=O)N1CCN(C(=O)C2CCC(CNS(=O)(=O)c3ccc(Cl)cc3)CC2)CC1 (stereo not drawn)	-1	-9[fluorescence artefact?]	-12	-21	-1	2	-3	-2[fluorescence artefact?]	-2
